# CBFb-RUNX1 inh = CBF-beta/RUNX1 interaction disruption | AID 1477 | Potency, µM (top dose mostly 59.8 µM), for the others: at the highest dose activity, negative = inhibition, hits mostly inhibitors | 230,000 tested, under 10 active | AlphaScreen CBFb-His/RUNX1-biotin binding, biochemical; note: % of control where 0% means no effect
# Target sequence (Q01196 whole entry, looked up): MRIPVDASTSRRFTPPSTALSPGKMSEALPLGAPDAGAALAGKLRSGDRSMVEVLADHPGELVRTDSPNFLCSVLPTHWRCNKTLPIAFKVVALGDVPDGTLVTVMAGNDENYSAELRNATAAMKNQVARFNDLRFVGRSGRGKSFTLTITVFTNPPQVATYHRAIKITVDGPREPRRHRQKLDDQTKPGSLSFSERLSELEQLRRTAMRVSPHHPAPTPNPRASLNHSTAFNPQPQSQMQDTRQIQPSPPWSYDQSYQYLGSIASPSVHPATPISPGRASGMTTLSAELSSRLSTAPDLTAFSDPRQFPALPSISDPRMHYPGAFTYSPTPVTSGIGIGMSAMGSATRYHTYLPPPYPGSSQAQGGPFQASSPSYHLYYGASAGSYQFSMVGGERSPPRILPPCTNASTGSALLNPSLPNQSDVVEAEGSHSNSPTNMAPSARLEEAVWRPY
# Target sequence (Q13951 whole entry, looked up): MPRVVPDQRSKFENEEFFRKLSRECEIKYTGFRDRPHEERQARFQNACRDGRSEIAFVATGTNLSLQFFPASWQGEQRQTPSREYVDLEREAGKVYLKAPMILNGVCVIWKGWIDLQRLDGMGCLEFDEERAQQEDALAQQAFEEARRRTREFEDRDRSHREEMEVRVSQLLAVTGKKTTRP
#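 Inhibition was taken as any reduction in AlphaScreen signal from the CBF-beta–RUNX1 pair (His and biotin tags, 30 nM each), measured after compound (15 min) and bead (90 min) incubations at room temperature.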
# LMNA splice mod = changes lamin A minigene splicing in HeLa cells; 200,000 compounds, 0.01% hits; AID 1487; Potency, µM (doses to about 46.1 µM), without a hit: top-dose ratio change, negative = inhibition, actives largely listed as inhibitors; HeLa LMNA splicing GFP/RFP minigene ratio, 48 h; active = well fitted inhibition curve with a large enough effect in the signal ratio, with a control signal flat, not every such curve was filed as active; inconclusive = small, poorly fitted or top-dose-only effect, or effect the other way, or a change in a side signal; the % refers to the signal ratio; note: potency is the fitted concentration of half-maximal effect; % is set by controls: 0 for no effect and ±100 for the full control effect
#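 S3 HeLa cells stably expressing lamin A-EGFP splicing minigene plus DsRed2, 600 cells/well, 48 h compound exposure at 37C. Laser-scanning cytometry; analysed as GFP (500-530 nm)/RFP (575-640 nm) total intensity ratio; 0.5% DMSO vehicle.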
# IMPase Li inh = cell-permeable IMPase inhibitors with lithium potentiation; CHO-M1 cells, IP1 TR-FRET (IP-One), carbachol + lithium; Potency, µM (doses to about 59.4 µM), inactives show top-dose activity, negative = IMPase inhibition, usual class: inhibitors; 210,000 compounds, 0.35% hits;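 note: IP1 builds up when IMPase is blocked and the TR-FRET signal falls; potency is the fitted concentration of half-maximal effect; plate controls were basal vehicle for no effect and high inhibitor control for full effect; nearly all actives have a fitted effect of over 50% in size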
#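 Lithium-sensitised IP1 accumulation assay; M1-expressing CHO cells treated 30 min at 37C with compound. Competitive antibody detection by time-resolved FRET followed a 10 min room-temperature lysis step.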
# Epigenetic derep = epigenetic control regulation, reporter derepression | murine LDR cells, GFP reporter derepression, 30 h | 280,000 compounds, 0.2% hits | Potency, µM (highest dose often 53.9 µM), inactives show at the highest dose GFP activation, hits mostly activators; note: potency is the fitted concentration of half-maximal effect; % of control where 0% means no effect; nearly all actives have a fitted effect of over 60% in size
#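 Murine LDR cells carrying a silenced, genomically integrated CMV-driven GFP reporter were exposed to compound for 30 hours at 37 C. After PBS washes, GFP-positive cells (20–120 um objects) were counted by laser-scanning microplate cytometry.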
# HttQ103 aggreg = reduces HttQ103-GFP aggregates in PC12 cells; Potency, µM (titrated, usually from 46.1 µM), for inactives: at the highest dose activity change, negative = inhibition, hits mostly inhibitors; PC12 HttQ103-GFP aggregates, Acumen cytometry, 40 h; AID 1688; 220,000 compounds, 1.1% hits; note: potency is the fitted concentration of half-maximal effect; % is set by controls: 0 for no effect and ±100 for the full control effect; nearly all actives have a fitted effect of over 60% in size
#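 Read-out: GFP aggregate count by laser scanning cytometer (488 nm excitation, 500-530 nm emission, 1–25 µm objects >6 SD above background). Cells: PC12, inducible HTTex1-Q103-GFP, 100 nM tebufenozide; compounds titrated.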
# NPSR antagonist = neuropeptide S receptor (human) antagonism, cAMP; Potency, µM (titrated, usually from 38.3 µM), inactives show at the highest dose activity change, negative = inhibition, usual class: inhibitors; Q6W5P4; AID 1461; 220,000 compounds, 1% hits; CHO-NPSR cells, cAMP TR-FRET, antagonist mode; note: potency is the fitted concentration of half-maximal effect; % is set by controls: 0 for no effect and ±100 for the full control effect; nearly all actives have a fitted effect of over 50% in size; many of its hits are not listed in these tables
# Target sequence (Q6W5P4 whole entry, looked up): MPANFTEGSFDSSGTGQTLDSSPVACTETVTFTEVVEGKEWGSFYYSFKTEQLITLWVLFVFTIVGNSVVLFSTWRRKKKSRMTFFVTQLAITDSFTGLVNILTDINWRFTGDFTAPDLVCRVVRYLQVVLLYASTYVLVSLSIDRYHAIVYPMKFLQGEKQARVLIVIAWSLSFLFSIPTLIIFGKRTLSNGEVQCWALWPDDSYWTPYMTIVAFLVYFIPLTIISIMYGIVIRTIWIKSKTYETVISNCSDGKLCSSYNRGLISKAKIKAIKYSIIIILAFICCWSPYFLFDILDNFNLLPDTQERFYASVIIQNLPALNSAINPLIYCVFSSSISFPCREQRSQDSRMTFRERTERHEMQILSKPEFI
# KinaseGlo FLuc = blocks Kinase-Glo luciferase, a counter-screen artifact; Potency, µM (doses to about 38.3 µM), for inactives: top-dose activity change, negative = inhibition, hits mostly inhibitors; AID 1379; Kinase-Glo luciferase, ATP luminescence, 8 min; 200,000 compounds, 0.28% hits; Q27757; note: potency is the fitted concentration of half-maximal effect; % is set by controls: 0 for no effect and ±100 for the full control effect; nearly all actives have a fitted effect of over 60% in size
#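 Kinase-Glo luciferase light output from ATP and luciferin was measured with 10 uM ATP, within the enzyme's linear range. Buffer: 50 mM imidazole pH 7.2, 50 mM KCl, 7 mM MgCl2, 0.01% Tween 20, 0.05% BSA; luminescence read after 8 min at ambient temperature.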
# Numbers without * were called inactive; ? = inconclusive; · = not tested or not shown; [ ] = remark or other dose. Unless noted, calls come from the whole dose curve; as a rule, active = well fitted curve in the direction sought with a large enough effect; inconclusive = small, poorly fitted or top-dose-only effect, or another doubt; inactive = no such curve, though single readings can be large; an effect the other way counts as inactive or inconclusive.
SMILES,CBFb-RUNX1 inh,LMNA splice mod,IMPase Li inh,Epigenetic derep,HttQ103 aggreg,NPSR antagonist,KinaseGlo FLuc
O=C(NC1CCCC1)c1cccc(Cn2cc([N+](=O)[O-])cn2)c1,1.7%,7.7%,11.2%,1.1%,1.4%,-0.2%,-5.2%
COc1cccc(CN2CCN(C(=O)c3cc(-c4cccnc4)nc4ccc(C)cc34)CC2)c1,-7.3%,-7.1%[46 µM],8.9%,0.0%,-9.8%,-14.8%,-0.8%
Cn1cc(CN2CCN(c3cnccn3)CC2)c(-c2cccc(Cl)c2)n1,6.4%,·,-1.4%,-0.1%,6.6%[9.22 µM],0.1%,·
CN1C(=O)C(=C2CCCCCC2)SC1=S,0.5%,-5.7%,13.9%[38.3 µM],-0.7%,18.4%,9.2%[46.1 µM],0.1%
CCNC(=O)[C@H]1O[C@@H](n2cnc3c(N)nc(NCCc4ccc(CCC(=O)O)cc4)nc32)[C@H](O)[C@H]1O,1.9%,?,5.1%,0.0%,·,?,-14.8%
C=C(C)CNC(=O)c1ccc(OC2CCN(S(=O)(=O)N(C)C)CC2)cc1,9.4%,4.2%[46 µM],3.3%,-3.9%,16.1%[9.22 µM],-8.4%,0.5%
CC(=O)Nc1ccc(NC(=O)C23CC4CC(C2)CC(n2cnc(Br)n2)(C4)C3)cc1,0.4%,28.8%[46 µM],5.5%,2.4%,13.3%,2.6%,1.9%
Cc1ccc2cccc(N=Cc3c(C)[nH]n(-c4ccccc4)c3=O)c2n1,-16.6%,-5.1%,·,?,?,-29.0%[46.1 µM],·
COc1cc(-c2nnc(COc3ccc4cc(Br)ccc4c3)o2)cc(OC)c1OC,4.4%,?,14.1µM*,-3.1%,-15.8%,25.4%[46.1 µM],2.4%
Cc1ccc(N(CC(=O)N/N=C/c2cccs2)S(C)(=O)=O)cc1,4.4%,-17.9%,1.9%,1.1%,30.4%,22.7%,6.5%
CC(C)OC(=O)[C@@H]1CC[C@H](C)[C@@H](CCCCO)O1,-3.1%,·,5.1%,0.0%,·,·,1.9%
CCOC(=O)c1[nH]c(C)c(C(=O)Nc2cccc(Cl)c2C)c1C,3.1%,-6.4%,2.6%[38.3 µM],1.9%,-3.9%,-10.7%[46.1 µM],-0.1%
COCCCN=Cc1c(C)[nH]n(-c2ccc(Br)c(C)c2)c1=O,-7.0%,14.2%,-5.9%,1.0%,0.3%,-35.7%,-5.2%
Oc1ccc(Cl)cc1C=Nc1ccc2c3c(cccc13)CC2,3.3%,?,-4.5%,4.5%,?,-27.6%,3.0%
Cc1onc(-c2ccccc2)c1C(=O)O/N=C(\N)c1ccc([N+](=O)[O-])o1,-14.0%,·,·,-0.7%,17.9%[9.22 µM],9.4%,·
CCc1nnc(NC(=O)CSc2nnc(Cc3ccccc3)n2Cc2ccccc2)s1,6.7%,7.8%,-7.6%[38.3 µM],1.0%,18.0%,-11.0%[46.1 µM],-4.8%
CCSc1ncc(C#N)c(N)n1,-2.3%,13.9%,20.7%[38.3 µM],0.8%,-13.9%,-2.5%[46.1 µM],-0.9%
CCN(CC(=O)NC)S(=O)(=O)c1ccc(C)cc1,26.7%,18.3%,10.9%[38.3 µM],-1.0%,-5.1%,-6.7%[46.1 µM],1.6%
CCCN1CCc2c(sc(NC(=S)NC(=O)c3ccccc3)c2C#N)C1,-0.8%,?,14.7%,?,-10.1%,-35.4%,-1.7%
CC(C)(C)c1ccc(S(=O)(=O)CC(O)CSc2nc3c(cc2C#N)CCCC3)cc1 (configuration not stated),0.3%,25.0%,-1.8%[38.3 µM],-1.4%,11.3%,-13.1%[46.1 µM],-6.5%
CCN(C(=O)CSc1nnc(-c2ccccc2)o1)c1c(N)n(Cc2ccccc2)c(=O)[nH]c1=O,5.9%,3.8%[46 µM],6.3%,-0.1%,5.2%,12.4%,0.2%
COc1ccccc1Oc1coc2c(CN3CCOCC3)c(O)ccc2c1=O,1.5%,·,·,-0.1%,5.8%[9.22 µM],3.8%,·
O=C(/C=C/c1ccccc1)N/C(=C/c1ccccc1)C(=O)Nc1ccc(C(=O)O)cc1,6.6%,-12.3%,-3.5%,-1.1%,-4.2%,2.4%,-1.3%
CCCCNc1c(N2CCN(C(=O)OCC)CC2)c(=O)c1=O,10.2%,-6.7%,24.9%[38.3 µM],-0.8%,-17.7%,-14.9%[46.1 µM],2.6%
CC(/C=C/c1ccccc1)=N/NC(=O)c1cccc(Br)c1,-6.9%,-6.2%[46 µM],4.5%,1.1%,·,-21.2%,-3.7%

# The last 3 compounds of the section above come first, to join the parts:
SMILES,CBFb-RUNX1 inh,LMNA splice mod,IMPase Li inh,Epigenetic derep,HttQ103 aggreg,NPSR antagonist,KinaseGlo FLuc
O=C(/C=C/c1ccccc1)N/C(=C/c1ccccc1)C(=O)Nc1ccc(C(=O)O)cc1,6.6%,-12.3%,-3.5%,-1.1%,-4.2%,2.4%,-1.3%
CCCCNc1c(N2CCN(C(=O)OCC)CC2)c(=O)c1=O,10.2%,-6.7%,24.9%[38.3 µM],-0.8%,-17.7%,-14.9%[46.1 µM],2.6%
CC(/C=C/c1ccccc1)=N/NC(=O)c1cccc(Br)c1,-6.9%,-6.2%[46 µM],4.5%,1.1%,·,-21.2%,-3.7%
CCOc1ccc(OCC)c(S(=O)(=O)NCc2ccc3c(c2)OCO3)c1,3.3%,6.8%,3.8%[38.3 µM],3.6%,1.1%,-11.8%[46.1 µM],-1.3%
S=C(Nc1ccccc1)N(Cc1ccccc1)Cc1ccncc1,-0.3%,?,16.2%,1.1%,-1.9%,-8.1%,-2.7%
CC(=O)Nc1c(C(=O)N2CCCCCC2)cnn1-c1ccccc1Cl,4.3%,5.5%,4.3%,-2.2%,-1.1%,20.3%,-0.1%
CC(c1ccccc1)c1nnc(NC(=O)c2ccc3c(c2)OCO3)s1 (configuration not stated),9.3%,·,·,-2.6%,-0.9%[9.22 µM],-10.1%,·
CCN(CC)c1ccc(C2C(C(=O)OCCOC)=C(C)NC3=C2C(=O)CCC3)cc1 (configuration not stated),4.3%,-7.3%,20.8%[38.3 µM],-1.0%,13.0%,5.5%[46.1 µM],0.8%
O=S(=O)(Nc1nc2ccccc2nc1NCc1ccco1)c1ccccc1,5.3%,-3.6%,15.1%[38.3 µM],-1.0%,8.6%,-9.5%[46.1 µM],3.9%
Cc1ccc(NC(=O)c2ccccc2OCc2ccc([N+](=O)[O-])cc2)nc1,-0.4%,-1.8%[46 µM],-4.3%,0.0%,17.4%,-2.0%,3.2%
CCCC(=O)Nc1cccc(-c2nc3ccccc3c(=O)o2)c1,7.7%,8.0%[46 µM],-3.7%,1.1%,9.7%[9.22 µM],-5.4%,-15.2%
O=C(Nc1nc(SCc2ccc(F)cc2)ns1)c1ccco1,3.7%,?,2.8%,-1.0%,?,16.6%,2.1%
C/C(=N\NC(=O)Cc1cccn1C)c1cccs1,?,15.4%,1.0%,1.1%,-0.2%,6.3%,-5.9%
CCc1cc(C(=O)c2ccccc2OC)c(N)s1,-4.3%,?,-10.7%[38.3 µM],-0.7%,-3.4%,-21.8%[46.1 µM],-3.2%
CCN(CC)c1nc(=S)nc(NC(C)(C)C)[nH]1,-0.6%,-1.3%,7.0%[38.3 µM],-3.2%,-1.8%,-14.6%[46.1 µM],2.4%
O=C(CSc1cccc[n+]1[O-])Nc1ccc(C(F)(F)F)cc1[N+](=O)[O-],-4.9%,·,2.7%,-0.5%,4.0%,7.2%,0.8%
CCOCCc1nnc(NC(=O)C(CC)c2ccccc2)s1 (configuration not stated),3.9%,-5.8%,16.1%[38.3 µM],-0.1%,4.9%,-16.0%[46.1 µM],17.3%
CCN(CC)c1ccc(NC(=O)c2ccc3c(c2)c(C)c(C)n3C)cc1,?,·,4.4%,2.7%,-32.0%,2.1%,-4.1%
CCc1nc2sc3c(c2c(=O)o1)CCCC3,0.2%,8.7%,11.2%[38.3 µM],0.0%,-12.7%,-13.3%[46.1 µM],-2.5%
Cc1ccc2cc3c(nc2c1)N(c1ccccc1)CC3,17.6%,·,2.2%,0.0%,5.0%,-2.9%,-1.2%
O=C(COc1ccc([N+](=O)[O-])cc1)NN=C1CCCC1,-1.3%,2.6%,-10.0%[38.3 µM],2.9%,3.9%,-13.8%[46.1 µM],0.4%
CCOc1cc(C=C(C(=O)OC)C(=O)OC)ccc1OCc1ccc([N+](=O)[O-])cc1,15.3%,?,26.0%[38.3 µM],-7.4%,1.6%,-21.2%[46.1 µM],1.1%
CN(c1cccc(NC(=O)CN(c2ccc(C34CC5CC(CC(C5)C3)C4)cc2)S(C)(=O)=O)c1)S(C)(=O)=O,-6.7%,?,7.5%[38.3 µM],-0.3%,?,?,0.7%
O=C(Cn1c(NCCO)nc2ccccc21)NCC(F)(F)F,10.7%,·,·,1.1%,-31.8%[9.22 µM],20.1%,·
O=C(c1ccco1)N1CCN(S(=O)(=O)c2ccc(S(=O)(=O)NC3CCCC3)cc2)CC1,-0.6%,2.4%,2.7%[38.3 µM],0.8%,6.4%,-1.9%[46.1 µM],-2.2%
CCOC(=O)N1CCC(N(CCN(C)C)C(=S)Nc2ccccc2C)CC1,5.1%,2.8%,3.4%,0.0%,-9.3%,3.0%[46.1 µM],3.3%
CC(=O)n1cc([C@H]2C=C(C(=O)N3CCN(Cc4ccccc4)CC3)O[C@@H](OCc3ccc(CO)cc3)C2)c2ccccc21,-20.9%,·,0.5%,-0.5%,22.6%[9.22 µM],48.8%,·
COC(=O)c1ccc(C)c(NC(=O)CN(c2ccccc2)S(=O)(=O)N(C)C)c1,6.2%,29.6%[46 µM],5.8%,-4.5%,18.1%,-8.6%,0.7%
CCOc1ccc(/C=N/NC(=O)CN2CCCCCCC2)cc1,?,?,12.4%,0.1%,-21.2%,5.1%,-0.8%
CCOc1cc(/C=C(/C#N)C(=O)Nc2ccc(O)cc2)cc(Br)c1O,1.7%,?,12.3%[38.3 µM],?,?,18.5%[46.1 µM],-1.9%
CCCCNC(=O)CSc1nnc(NC(C)=O)s1,8.6%,2.7%,-7.6%[38.3 µM],-1.3%,7.9%,-3.7%[46.1 µM],13.1%
CCOC(=O)N1CCN(Cc2cn[nH]c2-c2ccc(-c3ccccc3)cc2)CC1,0.2%,·,10.1%,1.0%,-0.8%[9.22 µM],4.7%,1.6%
COc1cc(C2NC(=O)NC(c3ccccc3)=C2C(C)=O)cc([N+](=O)[O-])c1O (configuration not stated),4.3%,·,34.2%[activator],-2.8%,3.3%[9.22 µM],7.5%,-8.6%

# Assay outcomes deposited in PubChem BioAssay by National Center for Advancing Translational Sciences (NCATS).

# An excerpt; rates above refer to the full screens.
